Bioassay records deposited in PubChem by Broad Institute.
PglD inh: C. jejuni PglD acetyltransferase inhibitors, primary screen, biochemical, DTNB colorimetric, single point; inhibition, % at 12.5 µM; UDP-N-acetylbacillosamine N-acetyltransferase PglD (Campylobacter jejuni); actives 0.098% (n = 360,000); AID 602405, 2012; purified PglD enzyme, DTNB colorimetric CoA detection; in the data active = inhibition above about 16%, passing the limit was not always enough; inconclusive = no clear call, values can overlap the other calls; note: strong numbers were not always called active
ERp5 block: inhibitors of ERp5-driven insulin aggregation, primary screen, biochemical, turbidity, absorbance 650 nm, single point; inhibition, % at 9.99 µM; actives 0.05% (n = 350,000); 90 min; Protein disulfide-isomerase A6 (Homo sapiens), Q15084;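 active = mean replicate inhibition above about 25%, with every replicate also reaching it, limit read from the data, passing the limit was not always enough; inconclusive = only one of those two criteria met; inactive = neither criterion met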
Target sequence (Q15084 whole entry, looked up): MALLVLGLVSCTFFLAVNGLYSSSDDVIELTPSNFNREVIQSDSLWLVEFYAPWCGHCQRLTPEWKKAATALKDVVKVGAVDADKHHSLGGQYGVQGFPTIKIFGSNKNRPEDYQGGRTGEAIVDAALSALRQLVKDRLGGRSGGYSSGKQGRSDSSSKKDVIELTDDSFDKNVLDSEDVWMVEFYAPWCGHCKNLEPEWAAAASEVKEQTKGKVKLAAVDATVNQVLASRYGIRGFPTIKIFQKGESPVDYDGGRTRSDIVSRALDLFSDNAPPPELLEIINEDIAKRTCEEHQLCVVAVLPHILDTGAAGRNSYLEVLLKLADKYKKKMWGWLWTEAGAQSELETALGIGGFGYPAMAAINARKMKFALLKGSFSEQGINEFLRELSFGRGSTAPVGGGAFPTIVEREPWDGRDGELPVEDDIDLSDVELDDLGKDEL
DENV2 CPE rescue: inhibitors of DENV2 cytopathic effect, primary screen, cell-based, plate reader, single concentration; DENV2-infected cells, cytopathic effect rescue; CPE inhibition, % at 9.99 µM; actives 1.7% (n = 350,000); AID 651640, 2012; in the data active = CPE inhibition above about 20%, passing the limit was not always enough; inconclusive = no clear call, values can overlap the other calls; tested in BHK-21 cells;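 note: 0% = median of neutral control wells and 100% = median of positive control wells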
C2C12 statin: suppressors of statin myotoxicity in C2C12 myotubes, primary screen, cell-based, single point, plate reader | AID 602340, 2012 | rescue of ATP level, % at 7.49 µM | C2C12 myotubes + simvastatin, ATP luminescence, 48 h; scaled: DMSO 0, geranylgeraniol control 100 | actives 0.78% (n = 330,000);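 active = mean ATP rescue above about 67%, or every replicate alone reaching that limit, limit read from the data, passing the limit was not always enough; inconclusive = no clear call, values can overlap the other calls; inactive = mean under the limit and some replicate under it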;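 note: myotubes were challenged with 10 µM simvastatin during compound exposure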
S100A4 MyoIIA: inhibitors of S100A4-myosin IIA peptide binding, primary screen, biochemical, fluorescence polarization, TAMRA-MyoIIA peptide. Protein S100-A4 (Homo sapiens), P26447. inhibition, % at 10.7 µM. actives 0.14% (n = 360,000). AID 652163, 2013;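 active = mean inhibition of at least 70% across replicates, with every replicate also reaching that level; inconclusive = mean inhibition reaches 70% but some replicates fall short; inactive = mean inhibition below 70%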
Target sequence (P26447 whole entry, looked up): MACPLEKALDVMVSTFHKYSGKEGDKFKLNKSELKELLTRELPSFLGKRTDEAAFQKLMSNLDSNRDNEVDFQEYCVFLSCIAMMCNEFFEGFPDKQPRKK
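Material: S100A4 monomer (human). Medium: Calcium-containing HEPES buffer, pH 7.2. Probe or stimulus: labelled myosin peptide probe, 5 nM. Compound dosing: one concentration per compound. Timing: polarization read 5 min after assay mix addition, stable 5–60 min. Benchmarks: DMSO as neutral control, TFP as positive control.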
SIRT5 inh: SIRT5 desuccinylase inhibitors, primary screen, biochemical, fluorescence imaging, single point, set 5; NAD-dependent protein deacylase sirtuin-5, mitochondrial (Homo sapiens), Q9NXA8; Purified SirT5, succinyl-peptide AMC, trypsin-coupled fluorescence; inhibition, % at 15 µM; actives 1.1% (n = 330,000); AID 652115, 2013; in the data active = inhibition above about 15%; inconclusive = no clear call, values can overlap the other calls
Target sequence (Q9NXA8 whole entry, looked up): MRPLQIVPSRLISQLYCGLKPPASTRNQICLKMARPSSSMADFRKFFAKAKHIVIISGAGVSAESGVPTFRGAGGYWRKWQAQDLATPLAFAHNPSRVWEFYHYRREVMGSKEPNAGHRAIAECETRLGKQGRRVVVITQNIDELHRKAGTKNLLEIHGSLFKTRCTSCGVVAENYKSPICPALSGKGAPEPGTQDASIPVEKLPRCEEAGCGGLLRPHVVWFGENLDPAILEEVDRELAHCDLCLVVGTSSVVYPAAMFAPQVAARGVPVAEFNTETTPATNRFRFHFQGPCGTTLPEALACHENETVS
E-sel inducer: E-selectin induction in HUVECs, primary screen, imaging, HUVEC, immunofluorescence imaging, single point | actives 0.37% (n = 260,000) | normalized: neutral wells 0, TNF-alpha wells 100 | P16581 | activation, % at 7.58 µM;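 active = mean E-selectin-positive cell signal at least 10% of the positive control, reached in at least 60% of replicates, without over 20% cell loss; inconclusive = no rule given, readout overlaps actives, possibly toxicity-flagged; inactive = the rest, including those meeting only one limit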;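 note: in these data hits start at about 27%; measured in HUVEC primary endothelial cells; signal is the percent of cells scored E-selectin positive by PE staining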
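Material: HUVEC primary endothelial cells; Amount: 3,000 cells per well; Dosing: single concentration; Medium: EGM-2 growth medium on 0.1% gelatin-coated wells; Read-out basis: percent E-selectin-positive cells; Signal: immunofluorescence imaging; Control set: TNF-alpha, DMSO.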
Starred values were filed as active, the others as inactive; ? = inconclusive; nt = not tested or not shown. These rows are one share of the data; the hit share may differ from the screen's.

SMILES	PglD inh	ERp5 block	DENV2 CPE rescue	C2C12 statin	S100A4 MyoIIA	SIRT5 inh	E-sel inducer
Cc1ccccc1N1CCN(CC(=O)Nc2nc(C)c(C(=O)N(C)C)s2)CC1	-3	8	0	-7	-3	-4	0.4
COc1ccccc1NC(=O)COC(=O)/C=C/c1ccc2c(c1)OCO2	nt	1	2	nt	-2	0	nt
O=C(C[C@H]1CC[C@H](NC(=O)C2CCC2)[C@H](CO)O1)Nc1nccs1	0	-2	-5	0	-3	6	-0.3
Cc1ccccc1NC(=O)NCc1cccnc1	nt	4	-1	nt	-1	-2	nt
CN1C(=O)c2cc(NC(=O)C3CCC3)ccc2OC[C@@H]2O[C@@H](CC(=O)NCC3CCCCC3)CC[C@H]21	nt	-3	-17	nt	1	3	0.2
O=C(NCc1ccccc1Cl)c1ccc2nnsc2c1	0	0	-3	-2	0	nt	0.2
Cc1nnc(NC(=O)c2ccc(-c3ccc(Cl)cc3)o2)s1	5	0	-1	-5	6	-2	2.9
CNC(=S)N(Cc1ccc2c(c1)OCO2)C1CC(=O)N(c2ccccc2)C1=O (stereo not drawn)	nt	1	7	4	-1	-1	nt
COc1ccc(CCNC(=O)CSc2ncc(C(=O)Nc3ccccc3)c(=O)n2C)cc1	nt	3	-1	nt	2	0	-0.1
CCOc1ccc(-n2c(SCC(=O)Nc3ccc4c(c3)OCO4)nc3c(c2=O)SCC3)cc1	-2	-7	0	-1	4	2	0.2
NC(=O)c1ccc(F)cc1	2	?	nt	-11	-2	0	nt
Cc1ccc(C(C(=O)NC(C)(C)C)N(CCCN2CCOCC2)C(=O)c2ccc(-c3ccccc3)[nH]2)o1 (stereo not drawn)	nt	0	3	nt	-1	0	nt
O=C(O)/C=C/c1cn(-c2ccccc2)nc1-c1ccc2c(c1)OCCO2	0	-8	-4	7	2	0	nt
Cc1ccccc1Cn1nnc(C(=O)Nc2cccc(C)c2C)c1N	4	nt	nt	19	nt	nt	14
O=C(Nc1ccc(OC(F)(F)F)cc1)C1CCCCN1S(=O)(=O)c1ccccc1 (stereo not drawn)	-3	5	?	1	-1	0	nt
OCCC1CN(Cc2ccc(-n3cccn3)cc2)CCN1Cc1ccccc1 (stereo not drawn)	-7	2	5	-6	-1	1	4.0
CC(C)C(=O)Nc1cccc(C(=O)Nc2ccc(S(=O)(=O)N3CCOCC3)cc2)c1	9	-5	?	-14	1	-4	nt
COC(=O)C[C@@H]1CC[C@H]2[C@@H](COC[C@@H](O)CN2C(=O)Nc2ccccc2OC)O1	-1	-5	1	-1	2	0	-0.1
CSc1ccccc1-n1nnnc1SCc1ccccc1	-4	3	nt	-5	-2	-3	nt
Cc1nnc(SCC(=O)Nc2ccc3c(c2)OCO3)[nH]c1=O	nt	-2	-1	nt	1	0	nt
CC(C)NC(=O)Nc1ccc2c(c1)C(=O)N([C@@H](C)CO)C[C@H](C)[C@@H](CN(C)S(=O)(=O)c1ccccc1)OCCCC[C@H](C)O2	1	-5	-1	nt	-11	1	0.0
C=C(C)COc1ccc(-c2ncncc2-c2ccccc2)c(O)c1	-5	2	7	-2	-7	1	-0.1
CN(C(=O)COC(=O)c1c2c(nc3ccccc13)CCCC2)c1c(N)n(Cc2ccccc2)c(=O)[nH]c1=O	nt	2	1	nt	-4	0	-0.1
O=C(Nc1cccc(Cl)c1)OCCOC(=O)Nc1cccc(Cl)c1	-2	13	3	3	-1	nt	0.4
COc1cccc(C2CCCN2Cc2nc(CC3CC3)no2)c1 (stereo not drawn)	3	-2	-3	-2	-7	-2	0.6
CN1C(=O)c2cc(NS(=O)(=O)c3ccccc3Cl)ccc2OC[C@H]2O[C@@H](CC(=O)O)CC[C@@H]21	0	-1	?	6	-8	-2	0.0
COc1ccc(NC(=O)CN2CCc3ccccc3C2)c([N+](=O)[O-])c1	3	4	-5	9	5	-5	-0.1
CC(C)(OC1OC(CO)C(O)C(O)C1O)[C@H]1Oc2ccc3ccc(=O)oc3c2[C@H]1O (stereo partly drawn)	-2	-5	-11	9	-29	-21	0.0
Cn1cnc(S(=O)(=O)N[C@H]2C=C[C@@H](CC(=O)Nc3ccccc3)O[C@H]2CO)c1	-1	0	6	-1	4	2	-0.3
CCCC(=O)Nc1ccc2c(c1)OC[C@H](C)N(Cc1ccccn1)C[C@H](C)[C@@H](OC)CN(C)C2=O	nt	3	-8	nt	-8	-3	-0.1
O=C(Oc1cccc2cccnc12)c1cccc(N2C(=O)C3C4CCC(C4)C3C2=O)c1 (stereo not drawn)	nt	-6	4	nt	-9	-5	nt
Oc1c(CN2CCOCC2)cc(CN2CCOCC2)cc1CN1CCOCC1	1	-11	2	3	-13	-5	0.9
Cc1ccc(NC(=O)CCSc2nnc(C)o2)cc1	3	1	-5	-2	1	-2	-0.1
O=C(COC(=O)c1ccc(S(=O)(=O)N2CCCCC2)cc1)NCc1ccccc1	-3	8	3	4	-2	nt	0.0
O=C(C[C@H]1C=C[C@@H](NC(=O)c2ccccc2)[C@@H](CO)O1)NCc1ccc(Oc2ccccc2)cc1	nt	-2	-7	nt	-3	3	-0.2
COc1nc(NCc2cccnc2)nc(NC2CCCCC2)n1	nt	2	1	nt	5	-5	nt
COc1ccc(NC(=O)CSCC(=O)N(C)CC(=O)Nc2ccc(Cl)c(C(F)(F)F)c2)cc1	1	10	5	13	-4	2	nt
Cc1ccc(S(=O)(=O)NC(C)C(=O)Nc2ccc3c(c2)OCO3)cc1 (stereo not drawn)	2	0	7	2	0	-3	nt
C[C@@H]1CC[C@@]2(O[C@@H](CCO)C[C@@H](O)[C@@H]2O)O1	-3	-4	0	1	37	0	1.2
COCCN(CCOC)c1nc(-c2ccc(Cl)cc2)nc2ccccc12	0	3	-2	-29	1	-2	0.8
CC(Nc1ccccc1)c1cccnc1 (stereo not drawn)	nt	1	0	nt	-2	0	4.5
COc1ccc(S(=O)(=O)Nc2ccc3c(c2)C(=O)N([C@@H](C)CO)C[C@@H](C)[C@@H](CN(C)C(=O)Nc2cccc4ccccc24)O3)cc1	-5	6	-2	35	-2	3	53*
CO[C@@H]1CN(C)C(=O)c2ccc(NC(=O)c3ccc(Oc4ccccc4)cc3)cc2OC[C@@H](C)NC[C@@H]1C	nt	-2	6	nt	3	-1	0.2
COc1ccc2c3c([nH]c2c1)[C@H](CO)N(Cc1ccccn1)CC31CN(C(=O)CC2CC2)C1	nt	5	2	nt	nt	1	-0.1
COc1ccc(C2c3[nH]c4ccccc4c3C[C@H]3C(=O)N(c4ccccc4C(=O)N4CCC(C(=O)O)CC4)C(=O)N23)cc1 (stereo partly drawn)	-3	-9	-10	-1	-2	-1	nt
COc1ccc(CN2CCc3c([nH]c4ccccc34)C2)cc1Br	8	0	5	-48	-1	-2	nt
CCCCc1n[nH]c(=S)n1Cc1ccc(Cl)cc1	nt	-7	3	nt	3	-4	nt
COc1cccc(C(=O)Nc2ccccc2-c2ccccc2)c1	-1	6	4	-10	0	-5	nt
O=C1CCc2cc(S(=O)(=O)N3CCC(C(=O)NCCC4=CCCCC4)CC3)ccc2N1	-4	1	7	0	1	nt	nt
O=C(CN1CCN(C(c2ccccc2)c2ccccc2)CC1)N1CCN(c2ccccc2)CC1	-1	-3	3	nt	-8	-4	0.1
CCCCOC(=O)CSC1=C(C#N)C(c2cccnc2)C(C(=O)OCC)=C(c2ccccc2)N1 (stereo not drawn)	nt	0	2	nt	-5	2	nt
COCC#Cc1ccc2c(c1)O[C@@H](CN(C)C(=O)C1CCCCC1)[C@H](C)CN([C@H](C)CO)S2(=O)=O	1	2	5	-58	0	1	0.0
Cc1ccc2c(c1)nnn2C1CCN(CC(=O)N(c2ccccc2)c2ccccc2)CC1	-2	3	5	11	-1	-6	-0.6
CN(C)S(=O)(=O)Oc1ccsc1C(=O)Nc1ccc(C(F)(F)F)cc1	nt	-1	-3	nt	1	-1	nt
CN(C)c1ccc(S(=O)(=O)NCC(=O)OCC(=O)Nc2cccc(Cl)c2)cc1[N+](=O)[O-]	-4	-3	-11	-2	-2	-1	-1.5
CC(=O)OC1OCCOC1NC(=S)NCc1ccco1 (stereo not drawn)	1	1	7	0	-6	0	nt
N#CC1C(=O)NC(=O)C(C#N)C12CCCC2 (stereo not drawn)	nt	0	-15	nt	-3	-2	0.0
Cc1ccc2cc(CCNC(=O)C3CCCC3)c(=O)[nH]c2c1	-2	5	-5	8	-2	2	0.0
N#C/C(=C(/O)CO/N=C/c1ccccc1Cl)c1nc2ccccc2[nH]1	nt	nt	3	nt	-7	-1	nt
CCC(=O)N1Cc2cc(C(=O)N3CCN(C)CC3)nc(-c3cccc(-c4cccnc4)c3)c2[C@H]1CCO	nt	-2	1	nt	-8	-2	0.1

An excerpt from above in order of their number in DENV2 CPE rescue, low to high:
smiles	DENV2 CPE rescue
COc1ccc2c3c([nH]c2c1)[C@H](CO)N(Cc1ccccn1)CC31CN(C(=O)CC2CC2)C1	2
CCCCc1n[nH]c(=S)n1Cc1ccc(Cl)cc1	3
Cc1ccc2c(c1)nnn2C1CCN(CC(=O)N(c2ccccc2)c2ccccc2)CC1	5

The results go on:
SMILES	PglD inh	ERp5 block	DENV2 CPE rescue	C2C12 statin	S100A4 MyoIIA	SIRT5 inh	E-sel inducer
O=C(C[C@H]1CC[C@@H](NS(=O)(=O)c2ccccc2)[C@@H](CO)O1)NCc1ccc(Cl)c(Cl)c1	nt	-8	?	nt	-3	nt	0.0
COC(=O)C1CCN(S(=O)(=O)CCNC(=O)c2ccc3c(c2)OCO3)CC1	-3	-11	0	0	0	-3	-0.4
CC(C)Cc1ccc(C(C)CC2=CCC(CN(C)C)C2=O)cc1 (stereo not drawn)	nt	-1	3	-7	3	-5	nt
CN(C)CC#Cc1ccc([C@@H]2[C@H]3CN(C(=O)Cc4cccnc4)CC(=O)N3[C@H]2CO)cc1	nt	0	4	nt	-4	0	0.0
C[C@@H]1CN([C@@H](C)CO)C(=O)Cc2cc(NC(=O)Nc3cccc4ccccc34)ccc2O[C@H]1CN(C)C(=O)Nc1ccc(C(F)(F)F)cc1	-1	3	3	2	-2	2	0.9
CCN(CC)S(=O)(=O)c1cc(NC(=O)Cc2ccc(S(=O)(=O)N3CCOCC3)s2)ccc1Cl	0	1	2	8	-1	-1	nt
Cc1ccccc1-c1ccc2c(c1)O[C@H](CN(C)C(=O)Nc1ccccc1)[C@H](C)CN([C@@H](C)CO)S2(=O)=O	3	-3	6	-118	3	5	0.1
CN(C)CCCNC(=O)[C@@H]1[C@@H](CO)[C@@H]2Cn3c(ccc(-c4cccc(F)c4)c3=O)[C@H]1N2	nt	0	?	nt	-2	-39	2.1
Cc1ccc(S(=O)(=O)N2CCCC2CNC(=O)C(=O)Nc2ccccc2)cc1 (stereo not drawn)	14	0	6	0	-4	0	0.4
Cc1ccc(NC(=O)CN(C)C(=O)Nc2ccc(C)cc2)cc1	-2	5	-4	-4	-2	-3	0.1
C[C@@H]1CCCCO[C@H](CN(C)S(=O)(=O)c2ccc(Cl)cc2)[C@@H](C)CN([C@H](C)CO)C(=O)c2cc(NS(=O)(=O)c3ccc(Cl)cc3)ccc2O1	-3	nt	-1	nt	nt	nt	0.6
CSc1ccccc1C(=O)Nc1cc([N+](=O)[O-])ccc1C	1	-2	-2	12	-3	-3	0.2
